Source: PubChem BioAssay (The Scripps Research Institute Molecular Screening Center)
GPR151 activ – human GPR151 activation; Q8TDV0; PathHunter beta-arrestin GPR151 cells, luminescence; activation, % at 11.2 µM; 650,000 tested, 1% active; AID 1508602; in the data active means activation above about 4.9%;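 further: 0% = median of compound wells and 100% = cells with positive control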
Target sequence (Q8TDV0 whole entry, looked up): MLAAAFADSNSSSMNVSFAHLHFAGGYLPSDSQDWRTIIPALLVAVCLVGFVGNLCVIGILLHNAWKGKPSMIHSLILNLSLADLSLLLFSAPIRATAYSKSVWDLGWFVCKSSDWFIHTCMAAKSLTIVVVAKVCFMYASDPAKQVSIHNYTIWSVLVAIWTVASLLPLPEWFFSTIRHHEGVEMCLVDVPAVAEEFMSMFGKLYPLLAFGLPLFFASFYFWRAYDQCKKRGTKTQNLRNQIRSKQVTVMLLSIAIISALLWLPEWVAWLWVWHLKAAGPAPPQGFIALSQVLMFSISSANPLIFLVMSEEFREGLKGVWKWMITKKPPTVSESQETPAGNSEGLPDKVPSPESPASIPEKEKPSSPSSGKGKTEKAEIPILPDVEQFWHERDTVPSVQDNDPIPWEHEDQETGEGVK
TEAD-YAP block – TEAD-YAP interaction inhibition; HEK-TIYL cells, TEAD-Gal4/YAP UAS-luciferase luminescence; inhibition, % at 9.12 µM; 640,000 tested, 1.4% active; AID 1259422; in the data active means inhibition above about 32%;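 further: 0% = median of test compound wells and 100% = reference inhibitor wells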
MITF inh – blocks human microphthalmia-associated transcription factor | 650,000 tested, 0.91% active | AlphaScreen MITF homodimerization, bead proximity signal | inhibition, % at 2.6 µM; in the data active means inhibition above about 50%;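 further: 0% = vehicle wells with protein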
FBW7 activator – activators of human E3 ligase FBW7. Q969H0. AlphaScreen FBW7–phospho-cyclin E peptide binding, activator screen. normalized activity (activation), % at 26.1 µM. 650,000 tested, 0.13% active. AID 1259310; in the data active means normalized activity above about 1.9%;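 further: purified mutant Fbw7 with reduced substrate affinity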
Target sequence (Q969H0 whole entry, looked up): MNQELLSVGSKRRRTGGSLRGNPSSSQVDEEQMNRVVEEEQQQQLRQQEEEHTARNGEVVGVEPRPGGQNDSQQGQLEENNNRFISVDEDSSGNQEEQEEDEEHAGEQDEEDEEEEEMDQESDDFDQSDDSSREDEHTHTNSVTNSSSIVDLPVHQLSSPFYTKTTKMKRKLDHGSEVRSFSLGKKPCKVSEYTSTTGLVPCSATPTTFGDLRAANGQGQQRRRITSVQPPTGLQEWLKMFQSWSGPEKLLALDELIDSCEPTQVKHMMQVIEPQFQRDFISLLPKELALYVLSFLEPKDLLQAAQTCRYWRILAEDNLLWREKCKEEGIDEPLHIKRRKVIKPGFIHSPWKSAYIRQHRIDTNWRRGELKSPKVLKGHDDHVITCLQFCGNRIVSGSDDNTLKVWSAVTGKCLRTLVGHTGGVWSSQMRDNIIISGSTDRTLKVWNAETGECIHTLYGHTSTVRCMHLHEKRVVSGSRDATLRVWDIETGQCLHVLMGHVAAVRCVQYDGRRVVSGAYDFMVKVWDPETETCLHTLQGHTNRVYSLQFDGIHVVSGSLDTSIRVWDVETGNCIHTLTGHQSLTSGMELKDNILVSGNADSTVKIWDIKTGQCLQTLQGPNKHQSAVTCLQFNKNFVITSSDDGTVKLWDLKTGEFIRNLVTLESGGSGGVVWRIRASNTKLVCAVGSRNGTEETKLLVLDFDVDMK
The depositor's hits bear a star; · = not tested or not shown; & = joins results of further samples.

1: Cc1cccc(C)c1-n1c(=S)sc2c(=O)n(-c3ccc(Br)cc3)c(SCc3cccc([N+](=O)[O-])c3)nc21
2: Cc1nc2ccccc2nc1CN1Cc2ccccc2OC(C)C1 (centres undefined)
3: Cc1nc2cc(NCc3nc4ccccc4n3C)ccc2n1C
4: COc1ccc(CCNC(=O)CN2C(=O)CCSc3ccccc32)c(OC)c1
5: CCOC(=O)c1ccc2c(c1)C(=O)N(c1ccc(Cl)c(Cl)c1)C2=O
6: COc1ccc(OC)c(NC(=O)c2sc3nc(-c4cccs4)ccc3c2N)c1
7: CC(C)n1cnc2c(NCCCN3CCCC3=O)nc(Nc3nc4ccccc4n3C)nc21
8: CN(Cc1ccccn1)c1nc2nonc2nc1NC1CCCC1

assay / compound | 1 | 2 | 3 | 4 | 5 | 6 | 7 | 8
GPR151 activ | -0.6 | -0.6 | -10.6 | -1.6 | 0.1 | -0.1 | 1.7 | 0.1
TEAD-YAP block | -3.8 | 6.8 | 80.9* | 7.5 | 0.7 | 3.1 | 3.3 | 1.5
MITF inh | 0.7 | 3.8 | 9.4 | 9.2 | 1.5 | -1.6 | 0.2 | -2.1
FBW7 activator | 0.2 | 0.0 | 0.7 | -0.3 | 0.0 | 0.0 | 0.0 | -0.1

9: N#CC(C(=O)c1ccc(S(=O)(=O)N2CCCCC2)cc1)c1nc2ccccc2s1 (centres undefined)
10: NC(N)=Nc1nc(CSCC/C(N)=N/S(N)(=O)=O)cs1
11: CCCCCCn1c(COC)nc2ccccc21
12: CCOC(=O)C1=C(O)/C(=C/c2ccc(N(CC)CC)cc2)SC1=Nc1ccc(OCC)cc1
13: C=CCOc1cccc(-c2ccc(OC)cc2)n1
14: O=C(c1nc2ccc(Cl)cn2c1CNCCn1cccn1)N1CCc2ccccc2C1
15: CC(=O)c1ccc(NC(=O)CSc2ncccc2-c2nc3ccccc3[nH]2)cc1
16: CCN(CC)CCNc1nc2ccccc2n1C

assay / compound | 9 | 10 | 11 | 12 | 13 | 14 | 15 | 16
GPR151 activ | 1.7 | -0.2&2.2&3.4&0.0 | 1.0 | 2.9 | -0.2 | -0.3 | 1.5 | 0.8
TEAD-YAP block | -6.3 | -7.4&-4.9&0.0 | -6.2 | -1.3 | -16.4 | 7.9 | -29.6 | 2.1
MITF inh | 8.8 | 2.3&13.7&-1.3&24.1 | -3.6 | -2.4 | -8.8 | 18.9 | 6.1 | 15.6
FBW7 activator | 0.2 | -0.1&0.2&0.0&0.1 | -0.2 | -0.1 | 0.0 | 0.0 | 0.1 | 0.4

17: O=C(CC1C(=O)N(CCc2ccccc2)C(=S)N1Cc1ccco1)Nc1ccccc1 (centres undefined)
18: COc1ccc(-n2cc(C(=O)Nc3cccc([N+](=O)[O-])c3C)c3ccccc3c2=O)cc1
19: Fc1ccc(C2=NN3C(C2)c2cc(Cl)ccc2OC3c2cccc(Cl)c2)cc1 (centres undefined)
20: C=CCc1cc(OC)c(OC)cc1[N+](=O)[O-]
21: Clc1ccc2nc(CSc3nc4ccccc4s3)cn2c1
22: Cc1cc(Nc2cc(F)ccc2C)n2nc(C)nc2n1
23: CCN(CC)CCNC(=O)c1ccc2nc(N3CCOCC3)sc2c1
24: CC(C)=C(NC(=O)c1ccccc1)C(=O)NC(Cc1ccccc1)C(=O)O (centres undefined)

assay / compound | 17 | 18 | 19 | 20 | 21 | 22 | 23 | 24
GPR151 activ | 0.8 | 0.2 | -1.0 | 0.6 | 2.0 | 7.1* | 1.4 | -0.6
TEAD-YAP block | -5.0 | 3.7 | 5.2 | 1.3 | -45.3 | 14.7 | 4.3 | -4.8
MITF inh | -10.4 | -5.3 | 6.8 | -9.6 | -12.6 | 16.1 | -1.4 | -9.9
FBW7 activator | 0.4 | 0.1 | 0.1 | -0.1 | 0.0 | 0.2 | 0.0 | -0.1

25: COc1cc(N2CCOCC2)ccc1/C=C1\C(=O)NC(=O)N(c2ccc(C)cc2)C1=O
26: O=[N+]([O-])c1ccccc1SNc1ccc2c(c1)OCO2
27: Cc1ccc(S(=O)(=O)c2nc(-c3ccccc3)oc2N2CCC(C(N)=O)CC2)cc1
28: COc1cc(/C=N/n2cnnc2)ccc1OS(=O)(=O)c1ccccc1[N+](=O)[O-]
29: Cc1ccc(N2C(=O)C3C(C2=O)C2(C)C=CC3(C)O2)c(C)c1 (centres undefined)
30: CC(=O)NC(CCS(C)(=O)=O)C(=O)Nc1ccc(OC(F)(F)F)cc1 (centres undefined)
31: O=C1C=CC(=O)c2c1ccc1c2ccc2ccccc21
32: CC(N)=NCCCC[C@@H](N)C(=O)O

assay / compound | 25 | 26 | 27 | 28 | 29 | 30 | 31 | 32
GPR151 activ | -0.4 | -0.2 | 0.0 | 0.6 | -1.3 | -1.6 | 0.6 | 0.0
TEAD-YAP block | -2.7 | -14.7 | 8.0 | -10.9 | 4.9 | 0.6 | · | -4.1
MITF inh | 8.9 | 0.4 | -12.9 | -6.2 | 8.6 | -4.2 | -1.6 | 13.4
FBW7 activator | 0.1 | -0.3 | -0.1 | -0.1 | -0.3 | -0.1 | -0.1 | -0.1

33: Cc1ccc(NC(=O)N2CCC(C(=O)NCCc3ccccc3)CC2)cc1
34: Cc1cccc(/C=C2/Sc3ccc(C(=O)O)cc3NC2=O)c1
35: COc1cc(/C=C2\Oc3c(ccc(O)c3CN3CCCCC3)C2=O)cc(OC)c1OC
36: CC1CC(C)CN(C(=O)c2cnc3sccn3c2=O)C1 (centres undefined)
37: O=C(Nc1ccc2[nH]ncc2c1)[C@H](O)COc1ccc(Cl)cc1
38: O=[N+]([O-])c1ccc(NCc2ccccc2)nc1
39: CCC(=O)N1CCc2cc(S(=O)(=O)NC(CC(C)C)C(=O)NCCC(C)C)ccc21 (centres undefined)
40: COc1ccc(S(=O)(=O)Nc2ccc(OC)c(Cl)c2)cc1

assay / compound | 33 | 34 | 35 | 36 | 37 | 38 | 39 | 40
GPR151 activ | 0.3 | 0.8 | 2.2 | 1.1 | -2.3 | -1.7 | 0.3 | 1.4
TEAD-YAP block | -25.6 | 8.8 | 32.1* | 0.3 | -0.4 | -22.7 | -1.6 | 20.6
MITF inh | 23.5 | 0.4 | 13.1 | 19.5 | -10.7 | 12.8 | 14.5 | 0.8
FBW7 activator | 0.2 | -0.1 | -0.1 | 0.9 | -0.1 | 0.4 | 0.3 | -0.1

41: OCCN1CCN(Cc2ccc3c(c2)CN(CCCC(F)(F)F)CCO3)CC1
42: O=C(C1Cc2ccccc2CN1S(=O)(=O)c1ccc(F)cc1)N1CCOCC1 (centres undefined)
43: O=C(CS(=O)(=O)c1ccccc1)Nc1cccc(C(F)(F)F)c1
44: O=C(COc1ccccc1)Nc1ccc2c(c1)C(=O)N(CC1CCCO1)C2=O (centres undefined)
45: O=C(NCCn1cc(SCc2ccc(C(F)(F)F)cc2)c2ccccc21)c1ccc(F)cc1
46: CS(=O)(=O)Cc1ccc(-c2ccnc(Nc3ccc(S(N)(=O)=O)cc3)n2)cc1
47: COc1ccccc1CNC(=O)COC(=O)c1ccc(Cl)c(N)c1
48: Cc1cc(C)nc(SCc2ccc(C(=O)NN3Cc4ccccc4C3=N)cc2)n1

assay / compound | 41 | 42 | 43 | 44 | 45 | 46 | 47 | 48
GPR151 activ | 0.2 | 0.0 | -0.3 | 0.3 | -1.4 | 0.7 | 0.8 | -0.9
TEAD-YAP block | -0.2 | -3.4 | -7.9 | 3.6 | -1.3 | -19.2 | -2.0 | 10.4
MITF inh | -4.1 | 16.8 | 2.8 | -1.1 | 14.6 | 5.0 | 0.8 | 14.4
FBW7 activator | -0.1 | 0.8 | -0.1 | 0.2 | 0.0 | 0.9 | -0.1 | 0.1

49: CCOc1ccccc1NC(=O)/C=C/c1ccc([N+](=O)[O-])s1
50: CCNCCNC(=O)c1c(O)c2cc(F)cc3c2n(c1=O)C(C)CC3 (centres undefined)
51: COc1ccc(C2=N/C(=C\c3ccc(Cl)cc3)C(=O)O2)c(Br)c1
52: O=C(CSc1ccc2nnc(-c3cccnc3)n2n1)Nc1ccc([N+](=O)[O-])cc1
53: c1ccc2c(c1)CCN(c1nc(NCc3nc4ccccc4[nH]3)c3[nH]cnc3n1)C2
54: CC(C)N1CCNC(=O)C1CC(=O)NCCc1ccc(Cl)cc1 (centres undefined)
55: CS(=O)(=O)c1ccccc1C(=O)Nc1ccc(-c2nc3ccccc3s2)c(O)c1
56: Cc1nc2ccccn2c1C(=O)Nc1ccccc1C(F)(F)F

assay / compound | 49 | 50 | 51 | 52 | 53 | 54 | 55 | 56
GPR151 activ | 0.3 | -0.9 | 0.2 | 2.0 | 3.0 | -1.6 | 0.1 | 0.7
TEAD-YAP block | 0.8 | 5.8 | -0.3 | -4.0 | -6.0 | -2.1 | -28.0 | -0.8
MITF inh | 10.7 | -1.9 | 3.5 | 13.0 | 0.9 | 13.8 | -0.5 | -3.4
FBW7 activator | -0.1 | -0.2 | 0.0 | 0.1 | -0.1 | -0.1 | 0.0 | -0.2

57: Cc1cc(C)c2cc(C#N)c(NCCCNC(=O)CCC(=O)O)nc2c1
58: CC(=O)Nc1ccc(-c2nnn(CC(=O)Nc3c(C)cc(C)cc3C)n2)cc1Cl
59: Cc1cc2ccccc2c(=O)n1CC(=O)N1CCN(c2ccccc2F)CC1
60: COc1ccc(CNc2nc(-c3ccccc3)nn2C(C)=O)cc1
61: CCOc1c(OC)cccc1C1NC(=S)NC(C)=C1C(=O)OC (centres undefined)
62: CCOc1ccc(-n2nc(C(=O)Nc3cc(OC)ccc3OC)c3ccccc3c2=O)cc1
63: COC(=O)c1ccc(/C=N/NC(=O)CCC(=O)NC2CCCCC2)cc1
64: CCN1c2ccccc2NC2C1C(C(C)=O)C(=O)N2c1ccc(Cl)cc1 (centres undefined)

assay / compound | 57 | 58 | 59 | 60 | 61 | 62 | 63 | 64
GPR151 activ | -0.5 | -0.4 | 0.1 | 1.3 | -1.0 | -0.6 | 1.6 | 0.5
TEAD-YAP block | 4.7 | -4.9 | 9.0 | -44.5 | 16.3 | -2.2 | 6.3 | 9.7
MITF inh | -5.3 | -1.5 | -3.6 | -0.6 | 20.1 | 3.6 | -5.5 | -2.7
FBW7 activator | -0.1 | 0.0 | 0.0 | 0.0 | 0.5 | 0.0 | 0.2 | 0.1

65: COc1ccc2[nH]c(=O)c(CN(CC3CCCO3)C(=O)Nc3ccccc3OC)cc2c1 (centres undefined)
66: CC(=O)Nc1cccc(NC(=O)CSc2ccc(-c3ccc(Cl)cc3)nn2)c1
67: Oc1[nH]c2ccccc2c1C=Nc1ccccc1F
68: CC1=CC(=O)C=C(C)C1=N/C(C)=N/S(=O)(=O)c1ccc(Cl)cc1
69: O=[N+]([O-])c1cc(C(F)(F)F)ccc1NCCOc1cccc2ccccc12
70: O=C1C(C=NCC2CCNCC2)=C(O)c2ccccc21
71: O=C(CSc1nc2ccccc2s1)NCC12CC3CC(CC(C3)C1)C2
72: Cn1c(=O)oc2cc(S(=O)(=O)N3CCCC(C(=O)NCCN4CCCC4)C3)ccc21 (centres undefined)

assay / compound | 65 | 66 | 67 | 68 | 69 | 70 | 71 | 72
GPR151 activ | 1.2 | -2.2 | -2.6 | -1.0 | 0.5 | -0.4 | 0.6 | -0.8
TEAD-YAP block | 0.0 | -47.1 | -59.1 | -0.5 | 5.8 | 5.2 | -5.6 | -3.3
MITF inh | 1.9 | -4.3 | -10.4 | 26.1 | -3.9 | 13.4 | -2.7 | -18.2
FBW7 activator | -0.2 | -0.2 | -0.2 | 0.2 | 0.1 | 0.0 | -0.2 | 0.3

Compounds 12 through 16 of the list above:
12: CCOC(=O)C1=C(O)/C(=C/c2ccc(N(CC)CC)cc2)SC1=Nc1ccc(OCC)cc1
13: C=CCOc1cccc(-c2ccc(OC)cc2)n1
14: O=C(c1nc2ccc(Cl)cn2c1CNCCn1cccn1)N1CCc2ccccc2C1
15: CC(=O)c1ccc(NC(=O)CSc2ncccc2-c2nc3ccccc3[nH]2)cc1
16: CCN(CC)CCNc1nc2ccccc2n1C

assay / compound | 12 | 13 | 14 | 15 | 16
GPR151 activ | 2.9 | -0.2 | -0.3 | 1.5 | 0.8
TEAD-YAP block | -1.3 | -16.4 | 7.9 | -29.6 | 2.1
MITF inh | -2.4 | -8.8 | 18.9 | 6.1 | 15.6
FBW7 activator | -0.1 | 0.0 | 0.0 | 0.1 | 0.4

Other entries follow:
73: COC(=O)c1ccc(NC(=O)C(=O)N2CCCCC2)cc1
74: C/C=C/c1ccc(OCCOCCNCc2ccccc2)c(OC)c1
75: CC1CCCCN1c1nc(-c2ccc([N+](=O)[O-])cc2)nc2ccccc12 (centres undefined)
76: Cc1ccc(C(=O)Nc2ccc3oc(-c4ccc(F)cc4)nc3c2)cc1[N+](=O)[O-]
77: O=C(CC1CCCCC1)N1CCC(n2nnc3ccccc3c2=O)CC1
78: CC(NC(=O)c1ccco1)c1nnc2n1CCN(Cc1cc3ccccc3s1)CC2 (centres undefined)
79: CN(C)CC(=O)NCC1Cc2cc(-c3ccsc3)cc(Cl)c2O1 (centres undefined)
80: COc1ccc(-c2noc(N3CCCC(C(=O)Nc4cccc([N+](=O)[O-])c4C)C3)n2)cc1 (centres undefined)
81: CSc1cccc(NC(=O)C(c2ccccc2)N2Cc3ccccc3C2=O)c1 (centres undefined)

assay / compound | 73 | 74 | 75 | 76 | 77 | 78 | 79 | 80 | 81
GPR151 activ | 3.3 | -0.5 | -0.1 | -0.1 | 0.4 | 0.1 | 0.6 | -0.3 | -0.1
TEAD-YAP block | -45.2 | 11.6 | 5.8 | -31.4 | 16.4 | 0.4 | 14.5 | 7.4 | -1.6
MITF inh | 11.5 | 13.0 | -0.9 | -4.2 | 11.7 | 6.3 | 10.4 | 7.2 | -19.9
FBW7 activator | 0.1 | -0.1 | 0.0 | -0.1 | 0.6 | 0.0 | -0.1 | 0.3 | -0.2

Hits appear at their usual frequency. Share with any hit: about 3.5%.
